Siah-1 displacement: Siah-1 peptide-binding antagonists, primary screen, biochemical, fluorescence polarization, rhodamine-plectin, uHTS (AID 1817). displacement, % at 20 µM; hits with a dose series show IC50 in µM. Siah-1 / rhodamine-plectin peptide fluorescence polarization; higher % means a stronger effect. 290,000 tested, 0.02% active;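 active = displacement of at least 50% at 20 µM, with a fluorescence ratio check between 0.3 and a set limit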;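 also: plate controls were Siah plus tracer with DMSO for no effect and tracer alone without Siah for full effect; strong numbers were not always called active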
Myeloid diff 2: myeloid differentiation induction | 360,000 tested, 1% active | calls only at 10 µM | ER-HoxA9 myeloid progenitors, lysozyme-GFP differentiation, flow cytometry | AID 624256;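 active = normalized GFP-positive differentiation at or above the plate's own cutoff, the solvent-only control mean plus 3 SD; inconclusive = no clear call, values can overlap the other calls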;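 also: cells exposed to compound for four days before flow analysis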
XIAP antagonists: XIAP antagonists, biochemical, IAP family, fluorescence polarization (AID 1018). XIAP BIR domain, fluorescence polarization peptide displacement; higher % means a stronger effect. displacement, % at 20 µM, or IC50 in µM where a hit was titrated. 200,000 tested, 0.007% active; in the data active = displacement above about 50%; also: a part of the inactive calls stands beside numbers as strong as those of hits
Hep lipid drop: hepatic lipid droplet formation modulation | inhibition, % at 6.5 µM | AID 1656 | 240,000 tested, 0.4% active | AML12 mouse hepatocytes, oleate lipid droplets, BODIPY imaging;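 active = lipid droplet intensity inhibited by at least 50%, with more than 500 cells counted; inconclusive = wells with under 300 cells, treated as cytotoxic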
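Assay system: AML12 hepatocytes (mouse); Probe or stimulus: oleic acid at 100 µM to induce lipid droplet formation; Dosing: compound at 6.5 µM only; Schedule: compound with oleate, overnight; Detection: fluorescence imaging, 20x objective, two fields per well; Measure: % inhibition of lipid droplet signal.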
HIV peptide binding: cell-free HIV fusion peptide-binding blockers – biochemical, uHTS, fluorescence dequenching, primary screen (AID 1986); cell-free peptide binding, fluorescence dequenching, 30 min; higher % means a stronger effect; inhibition, % at 20 µM, or IC50 in µM where a hit was titrated; 290,000 tested, 0.3% active; in the data active = inhibition mostly above about 52%, no sharp cut-off; inactive = mostly below about 76%; also: some results filed as inactive read as strong as hits
NOD2 inhibition: NOD2 signaling inhibitors, cell-based, luminescence, uHTS, HEK293 (AID 1566). HEK293 NOD2/NF-kB luciferase reporter, luminescence; higher % means a stronger effect. inhibition, % at 4 µM, or EC50 in µM where a hit was titrated. 290,000 tested, 0.63% active; also: many of its hits are not listed in these tables
Dengue-2 NS5 capping: flavivirus cap methylation enzyme inhibition – biochemical, confirmation dose response, primary screen (AID 588689). inhibition, % at 25 µM, or IC50 in µM where a hit was titrated. 340,000 tested, 0.3% active. Dengue-2 NS5 methyltransferase capping enzyme assay, biochemical; higher % means a stronger effect; in the data active = a potency from the dose series; inconclusive = inhibition above about 29% without an active follow-up result
AID2073: inhibitors of Mint1-CaV2.2 protein interaction, biochemical, HTRF (AID 2073) | 290,000 tested, 0.19% active | one-dose inhibition, % at 20 µM; IC50 in µM for titrated hits | HTRF protein-protein interaction, Mint1-CaV2.2; higher % means a stronger effect; in the data active = inhibition mostly above about 51%, no sharp cut-off; inconclusive = no clear call, values can overlap the other calls; inactive = mostly below about 53%; also: some results filed as inactive read as strong as hits
LYP phosphatase: PTPN22 lymphoid phosphatase activity blockers – biochemical, fluorescence intensity, uHTS (AID 1779) | 290,000 tested, 0.054% active | inhibition, % at 11.5 µM; hits with a dose series show IC50 in µM | recombinant LYP phosphatase, fluorescence intensity; higher % means a stronger effect;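 also: plate controls were vehicle with enzyme for no effect and no enzyme for full effect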
Hep lipid drop cells 6.5 µM: also measured in Hep lipid drop; calls as there; cell count; measured here: cell count, cytotoxicity flag;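 cells counted across two imaged fields per well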
Dengue-2 NS5 capping pilot replicate: recorded beside Dengue-2 NS5 capping, whose call it bears; inhibition, %; measured here: pilot screen replicate inhibition
Myeloid diff 2 GFP+ MAC1+ %: also measured in Myeloid diff 2; calls as there; GFP+ MAC1+ double positive, %; measured here: differentiation confirmed by MAC1 staining
The depositor's hits bear a star; i = inactive; ? = inconclusive; . = not tested or not shown. Rule as the data show it, unless noted: active = inhibition above about 50%; inactive = the rest.

SMILES | Siah-1 displacement | Myeloid diff 2 | Myeloid diff 2 GFP+ MAC1+ % | XIAP antagonists | Hep lipid drop | Hep lipid drop cells 6.5 µM | HIV peptide binding | NOD2 inhibition | Dengue-2 NS5 capping | AID2073 | LYP phosphatase | others
Cc1ccccc1-c1noc(CCC(=O)NCc2ccco2)n1 | 4% | i | 0.5 | . | 0 | 763 | 3.9% | 18% | -3% | 8% | -2%
Fc1ccc(CCNC(=S)Nc2ccc(F)cc2)cc1 | -8% | i | 0.6 | 0.0% | 20 | 622 | -1.8% | -4% | 3% | -4% | -8%
CCOc1ccc(C(=O)NCCNC(=O)c2ccc(OCC)cc2)cc1 | -5% | i | 1.1 | . | 86* | 849* | 0.4% | 16% | 4% | 9% | -6%
c1cncc(C(c2nnnn2C2CCCC2)N2CCCC2)c1 (centres undefined) | 10% | i | 2.0 | -8.3% | . | . | 0.1% | 9% | -3% | 0% | -6%
CC(C)Cc1nc(N2CCOCC2)c(C#N)c2c1CCC2 | 2% | i | 0.9 | -2.1% | . | . | 0.4% | 17% | -10% | -2% | -4%
Cc1n[nH]c(C)c1N=Nc1ccc(Br)cc1 | 7% | i | 0.3 | -7.9% | -2 | 672 | -0.9% | -31% | -9% | 4% | 7%
Cc1ccc(Cn2ncc3c(N4CCN(c5ccccc5C)CC4)ncnc32)cc1 | 8% | i | 0.7 | 0.2% | -11 | 651 | -0.8% | -8% | -3% | 3% | 7%
Cc1cccc(C(C)C)c1NC(=O)COC(=O)CCN1C(=O)C2CC=CCC2C1=O (centres undefined) | -3% | i | 1.6 | . | 1 | 638 | 1.0% | 3% | 0% | 2% | -9%
O=C(CCCCCn1c(=S)[nH]c2ccc(N3CCOCC3)cc2c1=O)NCc1ccc(Cl)cc1 | -2% | i | 0.4 | -1.9% | 3 | 678 | -3.2% | 11% | 1% | 43% | -4%
Cc1c(C(=O)Nc2ccncc2)sc2nc(-c3ccc(F)cc3)cn12 | 10% | i | 4.2 | -1.6% | -26 | 487 | 5.2% | 5% | 1% | 27% | -12%
COc1ccc(NC(=O)COC(=O)c2ccc(S(=O)(=O)N(C)c3ccccc3OC)cc2)cc1OC | 3% | i | 3.0 | -1.4% | 3 | 707 | -1.3% | 15% | 5% | 1% | 11%
COc1cc(-c2n[nH]c(=S)n2-c2ccc(Br)cc2)cc(OC)c1OC | -8% | i | 0.1 | . | 8 | 802 | 1.6% | 5% | -4% | 27% | -10%
Cc1cccc(Nc2nnc(SCC(=O)NC3CCCc4ccccc43)s2)c1 (centres undefined) | -2% | i | 0.3 | -8.2% | 5 | 695 | 0.3% | 12% | 1% | -4% | -6%
Cc1ccc(-c2cc(C(=O)NC3=NCCS3)c3ccccc3n2)cc1C | -1% | i | 0.3 | . | -8 | 650 | 0.2% | 16% | -6% | 11% | 1%
CCCCn1c(SCc2c(C)noc2C)nc2cc(S(N)(=O)=O)ccc21 | 4% | i | 0.7 | 0.8% | . | . | -0.8% | -12% | -6% | -2% | -4%
COc1ccc(CN(C)C2c3ccccc3-c3ccccc32)cc1 | 1% | i | 0.6 | -8.2% | -18 | 563 | 2.7% | 7% | 2% | 1% | -3%
CN(C)C1=NC[C@H](Cc2ccccc2)N1CC1CCC(C(C)(C)C)CC1 (some centres undefined) | 11% | i | 1.6 | . | -1 | 756 | -0.2% | -5% | 1% | -2% | -14%
Cc1ccc(S(=O)(=O)N(CC(=O)N/N=C/c2ccccc2C(=O)O)c2cc(Cl)cc(Cl)c2)cc1 | 3% | i | 1.0 | -36% | 3 | 697 | 55% | 14% | 4% | 10% | -2%
COCCCNc1oc(-c2ccccc2OC)nc1C#N | -1% | i | 5.9 | -3.1% | -14 | 640 | -0.8% | -15% | -3% | 16% | -27%
CC(C)(C)C(=O)c1cnc(Nc2ccccc2Cl)s1 | -5% | i | 0.4 | -8.6% | 6 | 738 | -0.3% | -142% | -3% | 7% | 0%
COc1ccc(NC(=O)COC(=O)C2CC(=O)N(c3ccc(C)cc3)C2)cc1 (centres undefined) | -9% | i | 0.4 | . | . | . | -1.1% | 11% | -5% | 5% | -4%
CCc1ccccc1NC(=O)/C(=C/c1ccco1)c1ccccc1 | -2% | i | 0.6 | -0.6% | . | . | -0.9% | 13% | -2% | 36% | -6%
O=C(N/N=C/c1ccc(O)cc1)c1cccc(C(F)(F)F)c1 | -1% | i | 0.4 | -3.1% | 17 | 604 | 2.3% | -1% | 1% | 1% | -5%
Cc1c(C)c2cc3c4c(oc3c(C)c2oc1=O)CCCC4 | 5% | i | 1.1 | -2.4% | . | . | -1.0% | -25% | -5% | 10% | -1%
Cc1ccc(C)n1-c1ccc(N2CCOCC2)cc1 | -7% | i | 3.5 | -4.5% | 2 | 607 | -3.7% | 10% | 5% | -38% | 16%
SMILES | Siah-1 displacement | Myeloid diff 2 | Myeloid diff 2 GFP+ MAC1+ % | XIAP antagonists | Hep lipid drop | Hep lipid drop cells 6.5 µM | HIV peptide binding | NOD2 inhibition | Dengue-2 NS5 capping | AID2073 | LYP phosphatase | others
NC(=O)CC1C(=O)N(c2ccccc2)C(=S)N1NC(=O)c1ccccc1 (centres undefined) | -1% | i | 0.4 | . | -2 | 833 | -2.4% | -8% | -10% | 1% | -1%
CSc1scc2c1-c1nc(SCC(=O)C(C)(C)C)ncc1CC2 | -1% | i | 0.4 | . | -2 | 741 | -0.1% | 19% | 3% | -11% | -2%
COc1ccc(/C=C/C(=O)OCC(=O)Nc2ccc(N3CCOCC3)cc2)cc1OC | -4% | i | 0.1 | . | 9 | 702 | -0.9% | 23% | 2% | -8% | -5%
COc1ccc(C(CC(=O)N2CCOCC2)c2c(OC)cc(OC)c3c(-c4ccccc4)cc(=O)oc23)cc1 (centres undefined) | 28% | i | 1.0 | . | -7 | 643 | 0.8% | 4% | 0% | 8% | -4%
O=C1OCC2=C1C(c1ccc(F)cc1)c1cc3c(cc1N2)OCCO3 (centres undefined) | 0% | . | . | -5.4% | ? | . | -1.1% | 2% | 4% | 18% | -2%
COc1cc(S(=O)(=O)N2CCCCC2)ccc1NC=O | 0% | i | 0.7 | -6.4% | 8 | 740 | -0.2% | 2% | 5% | 8% | -1%
CC(C)NC(=O)c1ccc2c3n(nc2c1)-c1ccc(Cl)cc1CO3 | 15% | i | 1.9 | . | . | . | -0.7% | -72% | -1% | 13% | -8%
Cc1ccc(S(=O)(=O)N2CCN(C(=O)CSc3nnnn3C)CC2)c(C)c1 | -3% | i | 0.4 | -3.1% | -8 | 623 | -2.0% | -1% | -13% | -12% | -5%
COC(=O)c1cc(OC)c(OC)cc1N1C(=O)CC(C)(C)CC1=O | 1% | i | 0.5 | . | . | . | -1.3% | 6% | -5% | 11% | -7%
COc1ccc(C(=O)Nc2ccc(NC(=O)C3CCCCC3)nc2)cc1 | -2% | i | 1.2 | . | -18 | 799 | 0.5% | 5% | 1% | 16% | -14%
O=S(=O)(NCC(Nc1ccc(Cl)cc1)c1ccccc1)c1ccc(Cl)cc1 (centres undefined) | -8% | i | 0.5 | -1.3% | 4 | 665 | 2.7% | 6% | -3% | -3% | 10%
c1ccc2c(c1)ncn2Cc1nnc2sc(-c3ccc4c(c3)OCO4)nn12 | 2% | i | 0.8 | 0.2% | . | . | 35% | 3% | 4% | 9% | 0%
CC(CN1CCOCC1)OC(=O)c1cccc(Cl)c1 (centres undefined) | 3% | i | 0.5 | . | 0 | 849 | 1.1% | 9% | -8% | 8% | -12%
CC(=O)NNC(=O)c1csc(Cc2c(Cl)sc3ccc(Cl)cc23)n1 | -5% | i | 0.4 | . | 5 | 666 | -0.5% | -16% | 1% | -5% | -9%
COC(=O)c1ccccc1C(=O)c1ccc2c(c1)NC(=O)CO2 | 6% | i | 0.3 | -5.1% | -2 | 695 | -1.8% | 12% | -4% | 6% | -1%
CCOC(=O)CC(NC(C)=O)c1ccc([N+](=O)[O-])cc1 (centres undefined) | 2% | i | 0.0 | -2.2% | -2 | 614 | -0.2% | 18% | -7% | -7% | -5%
O=C(NCc1cccnc1)c1cnn2ccccc12 | 0% | i | 1.5 | -2.8% | . | . | 0.4% | -8% | -4% | 2% | -5%
CCn1cc(C(=O)N2CCn3c(nc4ccccc43)C2)c(=O)c2ccc(C)nc21 | 2% | i | 2.0 | -6.1% | . | . | 0.8% | -19% | -1% | 25% | 4%
COC(=O)c1ccc(Cn2c(CN3CCOCC3)nc3ccccc3c2=O)o1 | 0% | i | 0.6 | -5.6% | . | . | -1.9% | -4% | -7% | 6% | -8%
CCCCCC(O)c1cccc(OCc2ccc3ccccc3n2)c1 (centres undefined) | -5% | i | 2.3 | -12% | -73 | 679 | 0.3% | -1% | 1% | -4% | 41%
CC(C)(C)NC(=O)CN(Cc1cccs1)C(=O)CNS(=O)(=O)c1ccccc1 | 2% | i | 1.0 | -4.2% | -1 | 732 | 0.6% | 1% | -7% | 6% | -3% | Dengue-2 NS5 capping pilot replicate=0.1
O=C(CCOc1ccccc1)Nc1ccccc1 | -2% | i | 0.7 | -3.7% | . | . | 2.9% | -2% | -6% | 0% | -8%
COc1cc(C(=O)Nc2ccc(S(=O)(=O)N3CCOCC3)cc2)c([N+](=O)[O-])cc1OC | 4% | i | 0.0 | -4.4% | -1 | 677 | -0.1% | 12% | -5% | 3% | -4%
COC(=O)C1=C(C)N(Cc2ccco2)C(=O)N[C@@H]1c1cccc(C(F)(F)F)c1 | 5% | . | . | -9.6% | -42 | 756 | 0.7% | 11% | -6% | 3% | 1%
O=C(NCc1ccc(Cl)cc1)c1ccc2nc[nH]c2c1 | 7% | i | 0.2 | . | -1 | 656 | -1.0% | 1% | -5% | 2% | -4%
CC(=O)NC(Cc1c[nH]c2ccccc12)C(=O)OCC(=O)Nc1cc(C)on1 (centres undefined) | 6% | i | 0.2 | -5.8% | -14 | 596 | -1.7% | 10% | -3% | -10% | -9%
Cc1cc(NC(=O)c2ccc3c(c2)C(=O)N(Cc2ccccc2)C3=O)no1 | 3% | i | 0.3 | -2.3% | -3 | 765 | 0.1% | 4% | 6% | 11% | -9%
O=C(NC(=S)N1CCCCCC1)c1ccccc1Cl | -5% | i | 0.3 | 0.5% | 0 | 781 | -1.2% | 2% | -7% | -17% | -5%

Quoted at random: 3 compounds from above
SMILES | Siah-1 displacement | Myeloid diff 2 | Myeloid diff 2 GFP+ MAC1+ % | XIAP antagonists | Hep lipid drop | Hep lipid drop cells 6.5 µM | HIV peptide binding | NOD2 inhibition | Dengue-2 NS5 capping | AID2073 | LYP phosphatase | others
O=C1OCC2=C1C(c1ccc(F)cc1)c1cc3c(cc1N2)OCCO3 (centres undefined) | 0% | . | . | -5.4% | ? | . | -1.1% | 2% | 4% | 18% | -2%
CSc1scc2c1-c1nc(SCC(=O)C(C)(C)C)ncc1CC2 | -1% | i | 0.4 | . | -2 | 741 | -0.1% | 19% | 3% | -11% | -2%
Cc1ccc(S(=O)(=O)N2CCN(C(=O)CSc3nnnn3C)CC2)c(C)c1 | -3% | i | 0.4 | -3.1% | -8 | 623 | -2.0% | -1% | -13% | -12% | -5%

Source: PubChem

Only part of the results is shown. The share of hits here may be higher or lower than overall.
